Abeta yeast res: A-beta toxicity reversal in yeast; Potency, µM (top dose mostly 46.1 µM), without a hit: at the highest dose growth rescue, hits mostly activators; AID 1347071; yeast expressing A-beta42, growth rescue, OD600, 48 h; response scale: 0% DMSO, 100% iron-clioquinol control; 410,000 compounds, 0.063% hits; also: potency is read from the fitted curve at half-maximal effect; nearly all actives have a fitted effect of over 55% in size
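Growth rescue measured by 600 nm absorbance after 48 h yeast culture at 30 C with compound. Values normalized between DMSO and an equimolar ferric chloride plus clioquinol control.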
CCT modulator: changes cytosolic chaperonin activity. 360,000 compounds, 0.3% hits. AID 651819. purified chaperonin ATPase assay, HTRF ADP detection, 30 min. activity change, % (concentration not given with the values), hits read low; in the data active = activity change below about -30%; also: % is scaled to controls: 0 for no effect and ±100 for the full control effect
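TRiC at 40 or 20 nM final (batch-dependent) in 30 mM Tris pH 7.4, 100 mM KCl, 5 mM MgCl2, 1 mM DTT, with compound at single 76 uM and 10 uM ATP, 30 min at 37 deg C. ADP detected by HTRF Transcreener, 665/615 ratio.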
A549 viability: counter-screen for Nrf2 inhibitors: cytotoxicity in A549 cells; 390,000 compounds, 0.16% hits; Potency, µM (doses to about 46 µM), without a hit: at the highest dose activity change, negative = cytotoxicity, usual class: inhibitors; AID 504648; A549 ARE-Fluc cells, CellTiter-Fluor viability, 18-24 h; also: potency is read from the fitted curve at half-maximal effect; % is scaled to controls: 0 for no effect and ±100 for the full control effect
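Cytotoxicity counterscreen: CellTiter-Fluor fluorescence was measured in A549 ARE_Fluc cells after 18-24 h of compound exposure in a concentration series. The subsequent BugLite luminescent read reports ARE-luciferase activity.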
Nrf2 activator: Nrf2 pathway activation. 410,000 compounds, 0.31% hits. AREc32 ARE-luciferase reporter (MCF7-derived line), luminescence, 24 h. Potency, µM (titrated, usually from 46.1 µM), inactives show at the highest dose activation, hits mostly activators; also: potency is read from the fitted curve at half-maximal effect; % of control where 0% means no effect; nearly all actives have a fitted effect of over 65% in size
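ARE-driven firefly luciferase activity in AREc32 cells measured after a 24 hr compound exposure at 37 deg C, using Steady-Glo reagent and a 30 min room-temperature hold.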
MmCpn inh: blocks the Methanococcus maripaludis chaperonin Mm-Cpn. purified Mm-Cpn ATPase, ADP Transcreener TR-FRET. Potency, µM (highest dose often 76.9 µM), without a hit: at the highest dose activity, negative = inhibition, most hits filed as inhibitors. 330,000 compounds, 0.031% hits; also: potency is read from the fitted curve at half-maximal effect; % is scaled to controls: 0 for no effect and ±100 for the full control effect; nearly all actives have a fitted effect of over 80% in size
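ATPase turnover read by TR-FRET ADP competition (Eu cryptate antibody/ADP-d2, 665/590 nm): 10uM ATP final, 25nM Mm-CPN final, 30 min 37degC after 10-min compound preincubation, pH 7.4 Tris/KCl/MgCl2/DTT buffer.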
Nrf2 inh: inhibitors of Nrf2 signaling; A549 ARE-Fluc reporter, luciferase luminescence, 18-24 h; Potency, µM (doses to about 46 µM), for inactives: at the top dose activity change, negative = inhibition, usual class: inhibitors; 360,000 compounds, 2.1% hits; also: potency is read from the fitted curve at half-maximal effect; % is scaled to controls: 0 for no effect and ±100 for the full control effect; nearly all actives have a fitted effect of over 60% in size
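In this cell-based qHTS, ARE-driven firefly luciferase in A549 cells reports Nrf2 activity; the luminescent signal after BugLite lysis is the measured value, with a prior CellTiter-Fluor read for cell health.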
TGFb SMAD3 inh: inhibitors of TGF-b signaling. HepG2 CAGA-GFP TGF-b/SMAD3 reporter, GFP fluorescence, 18 h; TGF-beta stimulated, 500 pg/mL final. Potency, µM (titrated, usually from 46.1 µM), for the others: at the highest dose activity, negative = inhibition, usual class: inhibitors. 410,000 compounds, 1.2% hits. AID 588855; also: potency is read from the fitted curve at half-maximal effect; % is scaled to controls: 0 for no effect and ±100 for the full control effect; nearly all actives have a fitted effect of over 65% in size
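HEPG2 CAGA-GFP reporter cells (1000/well, DMEM with 1% FBS) received compounds, then recombinant TGF-beta at 500 pg/mL final for 18 hours at 37 degrees C. Per-cell GFP summed per well was normalised to unstimulated and stimulated DMSO controls before curve fitting.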
pAkt inh: inhibitors of Akt phosphorylation; Neuro2A IGF-stimulated pAkt S473 HTRF, 20 min; stronger effect = lower value; 360,000 compounds, 0.32% hits; activity change, % for hits at 50 µM; AID 651550; in the data active = activity change below about -80%; inconclusive = mostly about -51% to -80%; also: % is scaled to controls: 0 for no effect and ±100 for the full control effect
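Single-point screen (50 µM final compound) in Neuro2A cells stimulated 20 min with 6 nM IGF at 37 deg C. After lysis, Ser473-phosphorylated Akt read by HTRF (ex 330 nm, em 615/665 nm) as the 665/615 ratio.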
HepG2 viability: counter-screen for TGF-b inhibitors: cytotoxicity in HepG2 cells; HepG2 CAGA-GFP viability, ATP luminescence, 18 h; Potency, µM (top dose mostly 46.1 µM), inactives show top-dose activity change, negative = cytotoxicity, usual class: cytotoxic; 410,000 compounds, 0.76% hits; also: potency is read from the fitted curve at half-maximal effect; some results filed as inactive show a strong effect at the top dose
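HepG2 CAGA-GFP cells (1000/well, DMEM with 1% FBS) received compound, then TGF-beta at 500 pg/mL final, and were incubated 18 hours at 37 degrees C. Viability was read by CellTiter-Glo luminescence. Media-only wells were set as complete cell-killing and DMSO as no toxicity.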
The depositor's hits bear a star; i = inactive; ? = inconclusive; nt = no result given; [ ] = dose if it differs, or a comment. Unless noted, calls follow the shape of the dose curve; as a rule, active = well fitted curve in the direction sought with a large enough effect; inconclusive = small, poorly fitted or top-dose-only effect, or another doubt; inactive = no such curve, though single readings can be large; an effect the other way counts as inactive or inconclusive.

SMILES | Abeta yeast res | CCT modulator | A549 viability | Nrf2 activator | MmCpn inh | Nrf2 inh | TGFb SMAD3 inh | pAkt inh | HepG2 viability
CC1=NN(C(C#N)c2ccccc2)C(c2ccccc2)C1 (stereo unspecified) | 21% | 0.5 | 0% | -0.8% | 2% | 10% | 13% | i | 6%
COc1cc(C=C(C#N)c2ccc([N+](=O)[O-])cc2)ccc1O | -64%[inhibitor] | -1.1 | nt | 6.6% | nt | nt | -3% | i | -6%
CC(=O)Nc1ccc(N=Cc2c(O)ccc3ccccc23)cc1 | 3% | -2.2 | -5% | 3.1% | -2% | ? | 2% | i | 1%
COc1ccc(-c2cnnn2-c2ccc(NC(=O)c3c(F)cccc3F)cc2)cc1 | 4% | nt | 15% | 2.8% | nt | nt | ? | nt | -5%
COc1ccc(CCNC(=O)c2cn(C)c3ccc(S(=O)(=O)N(C)C)cc3c2=O)cc1OC | -5% | nt | 3% | 0.1% | nt | 2% | ? | nt | -13%
NC(=O)c1sc2cc(C(F)(F)F)cnc2c1-c1cccs1 | 4% | 0.8 | 2% | -0.3% | -1% | nt | 45%[activator] | i | -3%
CC1CCCCC12NC(=O)N(CC(=O)NCCc1ccccn1)C2=O (stereo unspecified) | 5% | -3.4 | -1% | -0.4% | -6% | 5% | 0% | i | -6%
CCOc1ccccc1C(=O)NCC(=O)NNC(=O)c1cccc(S(=O)(=O)Nc2ccc(OC)cc2)c1 | -14% | 0.7 | 3% | 1.0% | -1% | -12% | 25% | i | 4%
COc1ccc(S(=O)(=O)N2CCCCCC2)cc1C(=O)N(C)CCOc1ccc(Cl)cc1 | 9% | -3.2 | -15% | 0.6% | -1% | ? | -23% | i | -8%
O=C1Nc2ccc(S(=O)(=O)N(CCO)CCO)c3cccc1c23 | 4% | -7.4 | -2% | -0.2% | -4% | 0% | -6% | i | -4%
COc1ccccc1NC(=O)c1sc2nc3n(c(=O)c2c1C)N=C(c1cccc(Br)c1)CS3 | 0% | nt | -3% | 1.0% | nt | nt | -19% | nt | -18%
CC(/C=C/c1ccccc1)=N/NC(=O)Cn1nnc(N)n1 | -7% | 0.3 | -2% | 0.3% | -1% | 2% | -14% | i | -14%
CCC(C(=O)NC(C)(C)C)N(C(=O)c1ccc(Cl)nc1)C1CCCC1 (stereo unspecified) | -9% | 1.1 | -1% | -0.8% | 1% | 7% | 4% | i | 0%
NC1=NS(=O)(=O)NC1c1cccc(Cl)c1 (stereo unspecified) | 0% | 2.7 | 1% | 0.4% | -1% | 1% | -6% | i | 1%
Cc1ccc2c(c1)nnn2C1CCN(C(=O)C2CCCCC2)CC1 | 12% | 0.8 | -13% | -0.2% | -1% | -18% | -3% | i | 0%
CCC(=O)Nc1ccc(C(=O)CSc2nnc(-c3ccccc3F)n2CCc2ccccc2)cc1 | 8% | -0.7 | 1% | 2.7% | -6% | -4% | ? | i | -7%
O=C(Nc1ccc2nn(-c3ccccc3)nc2c1)c1ccc2c(c1)OCCO2 | 4% | -1.7 | -22% | -0.3% | -6% | nt | -24% | i | -43%
Cc1cn2c(=O)c(C(=O)N3CCN(c4ccccc4F)CC3)cnc2s1 | -9% | -2.2 | -2% | -0.5% | 1% | 7% | 1% | i | 1%
Nc1cc(=O)[nH]c(SCC(=O)Nc2ccc(Cl)c(Cl)c2)n1 | 17% | -1.4 | 0% | -0.3% | 1% | ? | 19% | i | 2%
CCOC(=O)C1=C(C)NC(=S)N(C=O)C1c1ccccc1 (stereo unspecified) | -7% | 4.2 | -18% | 0.1% | -6% | 0% | 1% | i | 5%
COCCC(=O)NNS(=O)(=O)c1ccc(Cl)cc1 | -1% | -2.8 | 0% | -0.7% | 2% | 1% | 3% | i | 2%
Cc1c(C(=O)N(C)Cc2ccccc2)sc2nc(-c3ccc(F)cc3)cn12 | 2% | nt | -10% | -3.1% | nt | nt | 13µM* | nt | -61%
Cc1cc(C)c(S(=O)(=O)NC2CC3CCC2C3)c(C)c1 (stereo unspecified) | -47%[inhibitor] | -0.6 | ? | 3.4% | 0% | ? | ? | i | -30%
O=C(COc1cccc2cccnc12)N/N=C1\SCC(=O)N1Cc1ccco1 | -13% | -3.1 | 2% | 0.3% | 2% | -5% | -19% | i | 1%
COc1ccccc1N/C(N)=N/c1nc(C)cc(C)n1 | -12% | -1.2 | 0% | 0.1% | -2% | -2% | -9% | i | -39%
CN1CCSc2ccc(C(=O)NCc3cccc(Br)c3)cc21 | 14% | -2.8 | 0% | 2.4% | -8% | 1% | 1% | i | -2%
CCCCNS(=O)(=O)c1ccc2nc(SCC(=O)Nc3ccccc3Cl)[nH]c2c1 | 5% | 0.6 | -7% | 3.0% | 0% | ? | ? | i | -27%
Cc1noc2ncnc(Oc3ccc(C(C)(C)C)cc3)c12 | -8% | -2.3 | 0% | -0.2% | -5% | 3% | 21% | i | 3%
O=C(COc1ccc(-n2cnnn2)cc1)Nc1ccc(F)cc1 | -10% | -2.6 | -1% | 0.3% | 0% | 5% | -11% | i | 8%
O=C1COc2ccc(OCc3ccc(F)cc3)cc21 | -21% | 2.1 | -12% | 0.6% | 0% | ? | 11% | i | -4%
CCC1=Nc2cc(C(=O)NC(C)c3ccccc3)ccc2Sc2ccc(Cl)cc21 (stereo unspecified) | -5% | nt | -6% | 0.4% | nt | -14% | -19% | nt | -39%
O=C(COc1cccc2ccccc12)NCc1cccnc1 | -10% | 1.0 | 9% | 2.6% | 2% | ? | 0% | i | -6%
CSc1ccc(CCNC(=O)CCc2nnc3ccc(N4CCC5(CC4)OCCO5)nn23)cc1 | 7% | -1.6 | 3% | 0.3% | 1% | -12% | -4% | i | -26%
CC1CN(Cc2ccccc2)C(C)CC1O (stereo unspecified) | 7% | 3.5 | 9% | 0.0% | -3% | -8% | 9% | i | -1%
O=C(O)C1CCN(S(=O)(=O)c2ccc(N3CCOCC3)c([N+](=O)[O-])c2)CC1 | 3% | -0.2 | -1% | 2.2% | -2% | 14% | 0% | i | -9%
CC(C)(CNC(=O)c1cccs1)CNC(=O)c1cccs1 | -5% | 0.0 | 5% | 0.0% | -6% | 9% | -3% | nt | -8%
Cn1c(=O)c2c(nc(SCCN3CCOCC3)n2Cc2ccccc2)n(C)c1=O | -14% | -2.3 | -2% | 1.9% | 0% | 1% | 32%[activator] | i | -27%
Cc1ccc2cccc(OCc3ccc(Br)cc3)c2n1 | 21% | -0.1 | -1% | 25% | -8% | 1% | 0% | i | 8%
CC12COC3(C(=O)Nc4cccnc4)CC1CCC32C (stereo unspecified) | 19% | -2.4 | -3% | -0.1% | 0% | 0% | -4% | i | 3%
CCCCC(=O)OCc1cc(=O)n2nc(C3CC3)sc2n1 | -21% | nt | 8% | -1.1% | nt | ? | 0% | nt | -2%

The last 3 compounds of the part above lead into the next.
SMILES | Abeta yeast res | CCT modulator | A549 viability | Nrf2 activator | MmCpn inh | Nrf2 inh | TGFb SMAD3 inh | pAkt inh | HepG2 viability
Cc1ccc2cccc(OCc3ccc(Br)cc3)c2n1 | 21% | -0.1 | -1% | 25% | -8% | 1% | 0% | i | 8%
CC12COC3(C(=O)Nc4cccnc4)CC1CCC32C (stereo unspecified) | 19% | -2.4 | -3% | -0.1% | 0% | 0% | -4% | i | 3%
CCCCC(=O)OCc1cc(=O)n2nc(C3CC3)sc2n1 | -21% | nt | 8% | -1.1% | nt | ? | 0% | nt | -2%
CCOC(=O)C1(Cc2ccccc2C(F)(F)F)CCN(CC2CC2)CC1 | -2% | -0.3 | 0% | 0.0% | 1% | -17% | 1% | i | -21%
CN1CCN(c2ncnc3c2ncn3[C@H]2CN(Cc3ccc(F)cc3)C[C@@H](CO)O2)CC1 | -9% | 0.3 | nt | -0.8% | nt | nt | 32% | i | 6%
CC(C)C(=O)N(Cc1cc2ccccc2[nH]c1=O)C(C)C | 4% | -0.4 | -1% | -0.5% | -12% | nt | 0% | nt | -1%
Cc1c(NC(N)=O)c(=O)n(-c2ccccc2)n1C | 7% | -7.6 | 9% | 0.1% | 0% | 1% | 25% | i | 7%
Cc1ccc(Cl)cc1N1CCN(C(=O)c2cn(C)c3ccc(S(=O)(=O)N(C)C4CCCCC4)cc3c2=O)CC1 | 0% | nt | 6% | 0.3% | nt | 26% | ? | nt | -2%
CCc1ccccc1NC(=O)C1CCN(S(=O)(=O)c2cn(C)cn2)CC1 | -7% | nt | 2% | -1.1% | nt | nt | 1% | nt | 0%
COc1ccc(C(=O)NC(C(=O)NCCc2ccc3c(c2)OCCO3)C(C)C)cc1 (stereo unspecified) | 6% | 2.2 | 1% | -0.5% | 1% | 6% | 0% | i | 0%
COC(C/C=C/[C@H](O)[C@@H](C)OCc1ccccc1)OC | -14% | -1.7 | 7% | 0.3% | nt | 6% | 0% | i | -3%
CC[C@@H](C)CN1C(=O)N[C@@H](CCc2ccccc2)C(C(C)=O)=C1C | 5% | 0.4 | -2% | -1.2% | 1% | 6% | 11% | i | 7%
O=CN1CCN(C(=O)C(=O)c2cn(CC(=O)N3CCCCC3)c3ccccc23)CC1 | -1% | 0.2 | -4% | -0.2% | -4% | 3% | 5% | i | 6%
COCCCNC(=S)N(CCCN(C)C)Cc1cc2cc3c(cc2[nH]c1=O)OCCO3 | -5% | -1.5 | 4% | -0.1% | 2% | 3% | 0% | i | 11%

Screening results as filed in PubChem.
